S1P4 antag: human S1P4 receptor antagonism; O95977; S1P4-expressing cells, antagonist mode, reporter read-out; inhibition, % at 4.98 µM; 0.26% of 220,000 active; AID 1510; in the data active = inhibition above about 29%;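 also: 0% = wells stimulated with agonist and 100% = vehicle wells without agonist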
Target sequence (O95977 whole entry, looked up): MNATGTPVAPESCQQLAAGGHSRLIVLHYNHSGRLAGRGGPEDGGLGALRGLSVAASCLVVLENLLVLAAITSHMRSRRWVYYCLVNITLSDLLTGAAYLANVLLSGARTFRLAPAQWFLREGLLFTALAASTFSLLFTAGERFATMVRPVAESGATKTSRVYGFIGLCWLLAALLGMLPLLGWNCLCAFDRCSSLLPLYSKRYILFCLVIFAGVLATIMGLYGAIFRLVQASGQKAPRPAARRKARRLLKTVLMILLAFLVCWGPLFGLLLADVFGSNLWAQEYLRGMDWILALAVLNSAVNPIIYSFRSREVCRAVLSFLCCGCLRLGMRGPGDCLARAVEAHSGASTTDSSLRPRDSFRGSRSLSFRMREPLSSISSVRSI
Runt-CBFb FRET: inhibitors of human RUNX1 Runt domain binding to CBFb; AID 1496; 0.46% of 220,000 active; Q01196+Q13951; Cerulean-Runt/Venus-CBFb FRET ratio 530/480, 1 h; inhibition, % at 20 µM;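 active = inhibition over about 50% at 20 µM in the single-dose screen, limit read from the data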;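 also: 0% = DMSO wells and 100% = excess unlabeled CBFb competitor control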
Target sequence (Q01196 whole entry, looked up, the tested form may be a part): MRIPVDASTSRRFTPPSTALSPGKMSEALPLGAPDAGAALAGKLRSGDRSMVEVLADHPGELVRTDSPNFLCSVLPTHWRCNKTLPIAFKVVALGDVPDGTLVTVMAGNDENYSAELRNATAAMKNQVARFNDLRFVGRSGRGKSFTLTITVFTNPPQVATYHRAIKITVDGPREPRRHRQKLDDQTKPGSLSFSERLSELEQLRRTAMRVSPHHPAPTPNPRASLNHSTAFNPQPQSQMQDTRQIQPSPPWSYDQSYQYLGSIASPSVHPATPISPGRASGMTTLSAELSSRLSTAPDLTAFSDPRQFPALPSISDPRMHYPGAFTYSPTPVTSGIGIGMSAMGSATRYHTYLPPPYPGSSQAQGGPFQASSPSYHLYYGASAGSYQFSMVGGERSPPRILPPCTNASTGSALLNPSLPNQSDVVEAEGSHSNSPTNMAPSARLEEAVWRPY
Target sequence (Q13951 whole entry, looked up, the tested form may be a part): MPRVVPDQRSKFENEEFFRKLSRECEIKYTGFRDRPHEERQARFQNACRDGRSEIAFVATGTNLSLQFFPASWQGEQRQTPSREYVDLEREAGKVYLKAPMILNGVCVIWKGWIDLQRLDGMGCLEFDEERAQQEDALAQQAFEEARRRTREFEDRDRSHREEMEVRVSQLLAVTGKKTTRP
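Assay system: Cerulean-Runt domain / Medium: Tris 50 mM pH 7.5, KCl, K2SO4, 0.01% BSA / Timing: protein complex preformed 1 h, compound exposure 1 h, room temperature, dark / Measured by: FRET, excitation 422 nm, emission at 530 and 480 nm / Evaluation: loss of energy transfer signal / Control set: 5 µM unlabeled CBFb as full-inhibition high control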
Ba/F3 V617F tox: reduce viability of Ba/F3 cells dependent on JAK2V617F. Ba/F3 EpoR-JAK2V617F viability, ATP luminescence. inhibition, % at 5.6 µM. 1.1% of 220,000 active;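 active = inhibition above the campaign mean plus 3 SD over all tested compounds, cut at about 24% in these data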;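 also: cytokine-independent growth of Ba/F3 cells driven by EpoR plus mutant JAK2; 0% = DMSO-treated cells and 100% = JAK inhibitor I control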
S1P4 agonist: human S1P4 receptor agonism; activation, % at 4.98 µM; 0.35% of 220,000 active; S1P4-expressing cell line, agonist reporter assay; in the data active = activation above about 11%;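 also: 0% = DMSO vehicle and 100% = reference agonist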
NPY1 pot ag: potentiators or agonists of human neuropeptide Y receptor Y1 | P25929 | NPY-Y1 expressing cells, potentiator/agonist activation | activation, % at 3.6 µM | 0.37% of 220,000 active | AID 1304; in the data active = activation above about 33%, passing the limit was not always enough;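 also: cells stimulated with NPY at EC10 then isoproterenol at EC100; 0% = low agonist plus stimulus and 100% = saturating agonist plus stimulus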
RBBP9 inhibitor: inhibitors of human serine hydrolase RBBP9 | 0.2% of 220,000 active | inhibition, % at 7.94 µM | recombinant RBBP9, FP-Rh probe fluorescence polarization | O75884 | AID 1515;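 active = inhibition above the campaign mean of all tested compounds plus 3 SD, cut at about 14% in these data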;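 also: plate controls were DMSO wells with RBBP9 for no effect and wells lacking RBBP9 protein for full effect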
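Test system: recombinant human RBBP9; Timing: 30 min then 45 min, 25 °C; Detection: fluorescence polarization; Control set: RBBP9 with DMSO as uninhibited control, no-protein wells as full inhibition; Compound dosing: one concentration, 7.94 µM nominal, 0.794% DMSO; Probe or stimulus: FP-Rh activity-based probe, 375 nM before mixing.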
NPY-Y2 PAM-ag: human NPY-Y2 potentiation or agonism, primary screen; activation, % at 3.6 µM; cells expressing NPY-Y2, potentiator/agonist read-out; 0.45% of 220,000 active; P49146; in the data active = activation above about 27%;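 also: cells stimulated with NPY near EC25 plus isoproterenol at EC100; 0% = vehicle plus submaximal agonist and 100% = vehicle plus saturating agonist; some results beyond the cut were filed as inactive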
NPY-Y1 antag: NPY-Y1 (human) receptor antagonism; P25929; HEK293-CNG Y1 cells, membrane potential fluorescence; NPY at EC95, then isoproterenol; inhibition, % at 3.6 µM; 1% of 200,000 active;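 active = inhibition above the campaign mean inhibition of all tested compounds plus 3 SD, cut at about 20% in these data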;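 also: 0% = DMSO wells given NPY plus isoproterenol and 100% = isoproterenol alone without NPY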
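System: HEK293 cells with Y1 receptor plus CNG channel / Probe or stimulus: NPY 25 nM then isoproterenol 1 µM plus Ro 20-1724 25 µM / Compound: one concentration, 3.6 µM, in 0.4% DMSO / Schedule: compound incubation 1 h at room temperature, readout 45 min post-stimulation / Measured by: membrane potential fluorescence / Read-out: % inhibition of NPY effect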
BaF3 parental: parental Ba/F3 viability inhibition as JAK2V617F counter-screen | 1.1% of 220,000 active | CellTiter-Glo ATP luminescence | AID 1486 | inhibition, % at 5.6 µM;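 active = inhibition above a per-campaign cutoff, the mean inhibition of all tested compounds plus 3 SD, cut at about 27% in these data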;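 also: 0% = DMSO wells and 100% = JAK Inhibitor I control wells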
* = called active by the depositor; / = not tested or not shown; & = joins results of further samples.

Compound	S1P4 agonist	S1P4 antag	BaF3 parental	NPY-Y1 antag	NPY-Y2 PAM-ag	NPY1 pot ag	RBBP9 inhibitor	Ba/F3 V617F tox	Runt-CBFb FRET
OCCC1CN(Cc2ccncc2)CCN1C1CCCC1 (configuration not stated)	-1.1	-9	-5	4	4	14	-6	-1	0
CCOC(=O)C1CCCN(C(=O)CN2C(=O)COc3ccc(C(C)(C)C)cc32)C1 (configuration not stated)	1.8	-6	3	2	-9	3	-4	0	-10
Cn1c(SCCCC(=O)c2ccccc2)nnc1-c1ccncc1	1.1	-11	4	0	-18	13	-5	1	-1
Cc1cc2nc(C(C)(C)C)cc(N)n2n1	2.3	-9	9	5	-2	-7	-3	2	0
CCOc1ccccc1CN(CCc1ccc2c(c1)OCO2)Cc1ccccn1	0.5	-3	2	30*	-8	-24	-4	-2	1
CCOC(=O)c1c(NC(N)=O)nc2n1CCC2	0.8	-5	2	0	-3	-3	0	-2	/
O=C1OC(Nc2ccc(Cl)cn2)c2ccccc21 (configuration not stated)	-3.1	-3	5	4	10	7	7	-5	0
Cc1nc(CSc2nsc(C)c2C#N)cs1	0.0	8	9	5	-10	6	2	1	2
Cc1cccc(Nc2nc(N)nc(CN3CCC(C(N)=O)CC3)n2)c1C	-1.0	-4	4	0	4	-6	-2	-1	0
CNS(=O)(=O)c1cccc(C(=O)OCc2cc(C(C)=O)ccc2OC)c1	-0.5	-13	3	5	5	-12	-3	-1	-1
COC(=O)C1=CN(CC2CCCO2)C=C(C(=O)OC)C1c1cccc(O)c1 (configuration not stated)	2.7	-2	4	1	-10	2	-4	0	76*
CCOC(=O)c1cc(C(=O)Nc2ccc(C)c(F)c2)nn1C	1.5	0	3	10	-6	-3	2	-1	-2
CC(/C=N/n1c(-c2n[nH]c3c2CCC3)n[nH]c1=S)=C\c1ccco1	0.4	-5	-3	/	-7	2	-5	-4	20
Cc1ccc(S(=O)(=O)C2(C(=O)NCc3ccc4c(c3)OCO4)CC2)cc1	1.3	-13	3	1	-3	-13	-7	-3	-2
CC(C)(C)C(=O)NCCCc1ccccc1	0.7	-7	-3	5	-2	8	-7	-1	-2
CC(=O)NNC(=S)NC(=O)c1ccccc1	-2.9	-7	2	7	-18	11	-2	3	19
Cc1c(NP(=O)(Oc2ccccc2F)Oc2ccccc2F)c(=O)n(-c2ccccc2)n1C	0.3	-12	2	11	2	-4	-11	0	-2
Clc1c(-c2ccccc2)nnn1-c1ccccc1	0.8	3	-2	3	17	-17	-4	-2	-2
Cc1ccc(SCCNC(=O)CN(c2ccc3c(c2)OCO3)S(C)(=O)=O)cc1	1.3	-10	2	2	-15	-29	7	-1	-2
O=C(O)CCC(=O)NNC(=O)CCC1CCCCC1	0.7	-3	3	5	-4	-17	-13	3	0
CC(C)N(Cc1cc2ccccc2[nH]c1=O)C(=O)c1cccc([N+](=O)[O-])c1	-0.9	6	-3	/	9	6	-1	-1	1
O=S(=O)(N/N=C\c1cccnc1)c1ccccc1	2.1	0	4	4	-5	-13	-3	-2	0
CCC1(C)NC(=O)N(CC(=O)N2N=C(c3ccccc3)CC2c2ccc(OC)cc2)C1=O (configuration not stated)	-2.2	-8	4	4	7	4	-6	-2	0
Nc1nnc(-c2cccc(Cl)c2Cl)c(N)n1	1.4&1.0	-10&0	2&-4	0&7	11&19	7&9	-8&4	-2&-2	-1&0
COC(=O)c1ccc(NC(=O)CSc2nc(=O)cc(N)n2-c2ccccc2)cc1	0.7	-31	6	5	8	6	-6	4	1
O=c1cc(Nc2ccc3c(c2)OCCO3)[nH]c(=O)n1-c1ccc(Cl)cc1	-0.1	9	5	2	5	7	-5	-1	3
COc1ccc(OC)c(N(CC(=O)Nc2ccccc2C(=O)NCc2ccco2)S(C)(=O)=O)c1	-1.1	-11	7	1	6	19	-1	0	4
CCCCCCSc1nnc2[nH]c(=O)cc(N)n12	-0.9	-5	8	12	-16	-28	2	4	-2
COCCN(CCOC)C(=O)C1CCCN(S(=O)(=O)c2ccc(NC(=O)OC)cc2)C1 (configuration not stated)	0.9	3	1	/	-6	16	-1	-4	1
O=C(COc1cccc(C(F)(F)F)c1)N1CCN(c2ccccc2O)CC1	3.0	-15	3	1	8	-12	-5	-3	-4

Quoted at random: 3 entries already listed
Compound	S1P4 agonist	S1P4 antag	BaF3 parental	NPY-Y1 antag	NPY-Y2 PAM-ag	NPY1 pot ag	RBBP9 inhibitor	Ba/F3 V617F tox	Runt-CBFb FRET
Cn1c(SCCCC(=O)c2ccccc2)nnc1-c1ccncc1	1.1	-11	4	0	-18	13	-5	1	-1
O=C(O)CCC(=O)NNC(=O)CCC1CCCCC1	0.7	-3	3	5	-4	-17	-13	3	0
Cc1nc(CSc2nsc(C)c2C#N)cs1	0.0	8	9	5	-10	6	2	1	2

Further entries.
Compound	S1P4 agonist	S1P4 antag	BaF3 parental	NPY-Y1 antag	NPY-Y2 PAM-ag	NPY1 pot ag	RBBP9 inhibitor	Ba/F3 V617F tox	Runt-CBFb FRET
CC(=O)c1cc(C#N)c(SCc2ccccc2C#N)nc1C	0.3	-20	2	-2	-9	-13	5	0	-1
Oc1ccccc1CN(Cc1ccco1)CC(O)COCc1ccc(Cl)cc1 (configuration not stated)	0.6	3	5	-6	-7	-22	-1	6	-4
O=c1[nH][nH]cc1C=NCc1cccc(C(F)(F)F)c1	1.3	3	-1	2	-4	10	2	0	1
COc1ccccc1Nc1nc(N)nc(CSc2nccc(C)n2)n1	-0.3	-1	2	4	5	-44	1	4	0
COc1cc(C(=O)OCCN2CCOCC2)cc(OC)c1OC	2.2	-20	0	4	-15	-6	-2	-1	0
Cc1cc(NC(=O)Cn2nc3c(cc2=O)CCCC3)ccc1Br	-2.0	-11	4	-3	3	-3	-11	-2	1
CN1CCN(c2nc3c(c(=O)[nH]c(=O)n3C)n2CC(N)=O)CC1	-1.4	-3	5	-2	-1	6	-9	1	0
COc1ccc(CC(=O)NCc2cccs2)cc1	0.5	6	23	8	-10	-15	-1	8	2
COc1cc2c(cc1OC)CN(C1CC(=O)N(c3c(C)cccc3C)C1=O)CC2 (configuration not stated)	1.2	1	-1	-4	0	12	-4	-2	-2
CCn1nc(C(=O)OCC(=O)Nc2nc(-c3ccc(OC)cc3)cs2)c2ccccc2c1=O	1.0	-17	8	1	1	13	-7	2	0
COc1ccccc1CCNC(=O)CSc1nnc2ccc(-c3ccncc3)nn12	0.3	-9	2	-4	1	14	-10	0	2
COc1cc(NC(=O)c2cccnc2)ccc1-c1cc2ccccc2oc1=O	-1.3	0	5	-3	11	18	0	0	-8
CCCCCOc1ccc(C(=O)C(c2ccccc2)N2CCOCC2)cc1 (configuration not stated)	1.2	-9	3	11	-17	-24	-4	-1	-10
Cc1cc(C)n(-c2nc(C)nc3sc4c(c23)CCC(C)C4)n1 (configuration not stated)	-0.4	-12	0	17	-18	-8	-12	4	0
COc1ccc(C(=O)NCC(C)(C)SCc2c(C)cc(C)cc2C)cc1	-0.7	-8	3	0	-29	-29	-9	-2	-3
Cc1ccsc1/C=C/c1ccc2ccccc2n1	0.5	-19	2	-9	3	-17	-4	-1	-5
c1ccc(-c2ccc(-c3nc(-c4ccccn4)no3)cc2)cc1	1.5	6	12	3	-12	-5	-4	12	-9
CCOC(=O)N1CCN(C(=O)c2cc(-n3cnnc3)ccc2Cl)CC1	1.0	7	-1	-2	5	-23	1	-5	2
N=C1C(c2nc3ccccc3[nH]2)=C(O)CN1c1ccccc1	-1.3	-2	7	1	-3	-14	-10	-1	2
Cc1nc2c([nH]1)C1(CCN(Cc3ccccc3)CC1)C(C#N)=C(N)O2	0.2	-27	5	1	8	11	-10	2	17
O=C1C=C(NCc2ccc(Cl)cc2)CCC1	1.6	-13	2	1	8	7	-4	2	1
COc1ccc(-n2c(SCC(=O)Nc3sc4c(c3C#N)CCCC4)nnc2-c2ccccc2OC)cc1	1.9	1	-1	-2	6	28	-9	-1	-4
CCCc1cc(=O)[nH]c(SCC(=O)CSc2nc(CCC)cc(=O)[nH]2)n1	1.5	-28	5	2	6	-8	-11	-1	1
COc1cc(C2C(C#N)=C(N)Oc3cc(C)n(CCc4ccccc4)c(=O)c32)cc2c1OCO2 (configuration not stated)	1.0	-14	4	-1	-2	-20	-9	1	0
COc1ccccc1-c1nnc(SC(C(=O)c2c[nH]c3ccccc23)c2ccccc2)n1C (configuration not stated)	1.0	-9	3	-2	16	21	-15	-4	-1
CCN(CC)S(=O)(=O)c1cccc2nsnc12	-1.6	-24	1	-1	-2	-5	1	-1	0
COc1ccc(/C=N/n2cnc3c([nH]c4ccc(F)cc43)c2=O)cc1CSc1ccccn1	0.0	-2	-3	/	10	-9	-8	-2	0
COc1ccccc1N1CCN(C(=O)c2oc3cc(C)cc(C)c3c2C)CC1	-0.1	7	-1	2	12	-9	-2	-4	-7
CCCCCCOc1ccc(OC(=O)c2cccnc2)cc1	-2.2	-18	8	2	-55	-26	8	17	/
COc1ccc(CCN2C(=O)CC(NNc3ccc([N+](=O)[O-])cc3)C2=O)cc1OC (configuration not stated)	0.0	8	14	1	-10	-4	-6	0	4
CC1(C)NC(=O)N(CN2C(=O)NC(C)(C)C2=O)C1=O	0.6	11	3	5	-5	-15	-4	-3	-2
Cc1cc(NC(=O)CCC(=O)N(c2ccc(F)cc2)C2(C(=O)NC3CCCCC3)CCCC2)no1	-2.2	9	6	-7	-6	8	-13	2	-6
COc1ccc(NC(=O)CC2SC3=NCCN3C2=O)cc1 (configuration not stated)	-2.0	13	5	-2	-16	-12	-3	-1	0
Cc1ccc2nc(-c3ccc(Br)o3)oc(=O)c2c1	0.4	9	7	11	-4	-10	-8	6	0
COc1ccc(C2/C(=C(/O)c3ccc(C)cc3)C(=O)C(=O)N2C)cc1 (configuration not stated)	0.4	-10	6	-1	-4	14	-3	2	0
COc1ccc(C(CNC(=O)c2ccccc2SC)N(C)C)cc1 (configuration not stated)	0.5	-1	9	4	2	-2	-8	2	2
COC(=O)COc1ccc(S(=O)(=O)N2CCN(c3ccc(F)cc3)CC2)cc1	1.3	6	2	-4	11	-6	-2	1	2
Cc1ccc(C2=[N+]([O-])C(C)N(O)C2(C)C)o1 (configuration not stated)	-1.6	-3	8	4	-14	-2	-2	5	1
Cc1ccc(S(=O)(=O)NC(=O)c2cc(C)n(CCCn3ccnc3)c2C)cc1	-0.2	-2	6	-6	1	7	-6	2	-1

Screening data (PubChem)
